Assay outcomes (PubChem BioAssay)
esBAF inh: inhibitors of esBAF chromatin remodeling in mouse ES cells | Bmi1-luciferase knock-in reporter, 24 h; 100% = twice the neutral-well signal | reporter increase, % at 12.5 µM | actives 2% (n = 350,000) | AID 602393; in the data active = activation above about 40%;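 note: 0% = median of the plate's neutral control wells and 100% = double that signal; a rise in the Bmi1 reporter signal indicates esBAF inhibition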
S100A4 MyoIIA: inhibitors of human S100A4 binding to myosin IIA peptide. actives 0.14% (n = 360,000). inhibition, % at 10.7 µM. S100A4/TAMRA-MyoIIA peptide fluorescence polarization. P26447;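 active = mean inhibition of at least 70% across replicates, with every replicate also reaching that level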
Target sequence (P26447 whole entry, looked up): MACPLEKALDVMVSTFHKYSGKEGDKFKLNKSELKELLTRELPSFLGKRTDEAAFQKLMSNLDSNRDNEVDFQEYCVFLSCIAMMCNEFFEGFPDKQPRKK
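System – human S100A4 monomer protein, biochemical binding assay · Buffer or medium – Calcium-containing HEPES buffer, pH 7.2 · Timing – 5 min between mix addition and reading · Also added – TAMRA-labelled myosin IIA heavy-chain peptide probe, 5 nM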
FN deposit inh: fibronectin deposition inhibition | AH1F fibroblasts, Alexa488-fibronectin deposition fluorescence, overnight | inhibition, % at 12.6 µM | actives 0.086% (n = 350,000);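 active = mean inhibition across replicates of 30% or more, regardless of how many single replicates reach that level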;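 note: positive control wells lacked labelled fibronectin entirely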
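Material – AH1F fibroblast monolayer, labelled fibronectin deposition · Reagent – labelled fibronectin 24 nM · Timing – 1 h adhesion, overnight exposure · Measured by – fluorescence at 485 nm excitation, 525 nm emission · Read-out – inhibition of fibronectin deposition signal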
E-sel inducer: E-selectin induction on HUVECs. HUVEC E-selectin immunofluorescence imaging; normalized: neutral wells 0, TNF-alpha wells 100. activation, % at 7.58 µM. actives 0.37% (n = 260,000). AID 686992;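 active = mean E-selectin-positive cell signal at least 10% of the positive control, reached in at least 60% of replicates, without over 20% cell loss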;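 note: in these data hits start at about 27%; measured in HUVEC primary endothelial cells; signal is the percent of cells scored E-selectin positive by PE staining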
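System: HUVEC, human umbilical vein endothelial cells; quantity: 3,000 cells/well; buffer or medium: EGM-2 medium, gelatin-coated wells; dosing: single-point compound dose; detection: immunofluorescence imaging; evaluation: % PE-positive cells; benchmarks: TNF-alpha, DMSO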
EWS-Fli block: inhibitors of EWS/Fli oncoprotein transcriptional activity. A673 NR0B1-luciferase reporter, viability-normalised. inhibition, % at 12.6 µM. actives 0.67% (n = 350,000);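 active = mean inhibition of at least 50% after viability correction, with every replicate also passing that limit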;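 note: firefly luciferase signal divided by Alamar Blue viability fluorescence both relative to DMSO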
Xi reactivation: X-chromosome reactivation activator; actives 0.055% (n = 360,000); activation, % at 7.58 µM; AID 743238; XiGFP mouse fibroblasts, % GFP-positive cells imaging, 3 d; cells co-treated with 5-aza-dC sensitizer; scaled so ellipticine positive control = 100%;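 active = mean normalized replicate activation at least 10% and every replicate at or above 10%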;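 note: 0% = median of on-plate neutral control wells and 100% = ellipticine 6 µM median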
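Material: SV40-immortalized XiGFP fibroblast cells, line 68-5-11 | Buffer or medium: DMEM containing 5-aza-dC | Dosing: One concentration, pinned | Times: 3 d treatment, 15 min room-temperature fixation | Controls: Ellipticine 6 µM positive control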
RAD52 inh: inhibitors of human RAD52 DNA annealing. P43351. recombinant RAD52 DNA annealing, FRET fluorescence. inhibition, % at 18.7 µM. actives 0.46% (n = 360,000);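 active = every replicate showing at least 50% inhibition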
RAD54 inh: inhibitors of human RAD54 branch migration. Q92698. RAD54 Holliday junction branch migration, FAM/BHQ fluorescence. inhibition, % at 10.4 µM. actives 0.14% (n = 360,000). AID 602329;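 active = mean normalized replicate activity at least 40 and at least half of replicates scoring 40 or more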;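 note: 0% = median of neutral control wells and 100% = median of positive control wells; inhibitors cause a drop in the FAM fluorescence signal; in these data hits start at about 50%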
Target sequence (Q92698 whole entry, looked up): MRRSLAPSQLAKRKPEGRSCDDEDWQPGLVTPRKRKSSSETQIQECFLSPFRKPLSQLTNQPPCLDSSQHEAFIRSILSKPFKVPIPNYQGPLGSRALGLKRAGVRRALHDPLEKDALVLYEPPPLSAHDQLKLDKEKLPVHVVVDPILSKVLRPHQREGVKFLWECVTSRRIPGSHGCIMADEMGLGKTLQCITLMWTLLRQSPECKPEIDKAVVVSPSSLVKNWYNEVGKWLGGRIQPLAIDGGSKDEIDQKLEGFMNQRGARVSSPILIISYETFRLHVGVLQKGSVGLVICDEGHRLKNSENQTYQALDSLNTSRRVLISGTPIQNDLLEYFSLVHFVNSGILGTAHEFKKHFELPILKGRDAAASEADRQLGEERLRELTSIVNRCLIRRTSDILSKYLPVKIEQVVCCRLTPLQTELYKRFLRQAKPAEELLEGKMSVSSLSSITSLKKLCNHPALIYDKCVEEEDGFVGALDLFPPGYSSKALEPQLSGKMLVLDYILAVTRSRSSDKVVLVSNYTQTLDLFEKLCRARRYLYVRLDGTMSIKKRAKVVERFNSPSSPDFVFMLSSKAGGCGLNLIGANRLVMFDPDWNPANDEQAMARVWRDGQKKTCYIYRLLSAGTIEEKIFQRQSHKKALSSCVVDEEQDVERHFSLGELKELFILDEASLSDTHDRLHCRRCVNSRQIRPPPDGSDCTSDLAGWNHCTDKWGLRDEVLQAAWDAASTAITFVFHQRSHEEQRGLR
* = called active by the depositor; . = not tested or not shown; & = joins results of further samples.

Value order – E-sel inducer	Xi reactivation	esBAF inh	RAD54 inh	RAD52 inh	S100A4 MyoIIA	FN deposit inh	EWS-Fli block
COc1ccccc1S(=O)(=O)N[C@H]1CC[C@H](CCn2cc(C3CC3)nn2)O[C@@H]1CO
→ -0.2	-0.2	5	-2	-8	6	3	-3
CC(=O)N1CCN(c2ccc(NC(=O)c3ccccc3C)cc2)CC1
→ .	0.0	-4	-1	-23	-13	-1	2
CCc1nc2ccc(C(=O)N3CCN(C(=O)c4ccco4)CC3)cn2c1N(C=O)Cc1ccc(OC)cc1
→ .	0.0	-2	1	-9	0	-6	7
CN=C(Nc1cc(C)nn1CCC#N)c1ccc(F)cc1
→ .	.	-11	3	-11	-3	.	-1
CCN(C(=O)COC(=O)c1ccc2[nH]c(C)c(C)c2c1)c1c(N)n(Cc2ccccc2)c(=O)[nH]c1=O
→ -0.3	-0.1	-8	-5	-77	-14	-3	2
CC1(c2cccc(Br)c2)NC(=O)N(CC(=O)c2ccc3c(c2)OCCO3)C1=O (configuration not stated)
→ -0.7	0.3	2	2	-41	-2	-4	-3
CN(C)C(=C(C#N)C#N)N1CCN(c2ccc(Cl)cc2)CC1
→ .	0.1	.	.	-8	-2	-1	-8
O=C(c1ccc(F)cc1)N1CC(=O)N2[C@H](C1)[C@@H](c1ccc(C#CC3CCCC3)cc1)[C@@H]2CO
→ .	0.2	.	.	-3	7	-9	4
CN(C)C(CNS(=O)(=O)c1cc([N+](=O)[O-])ccc1Cl)c1ccco1 (configuration not stated)
→ -0.3	-0.2	.	.	-35	1	-5	13
C[C@H]1COc2cccc(N3CCC[C@H]3CO)c2S(=O)(=O)N1
→ -0.1	0.0	.	.	-6	0	-9	4
Cn1cccc1Cc1nnc(SCC(=O)Nc2nccs2)n1C
→ .	-0.1	2	6	-15	-7	2	.
C[C@H](NC(=O)[C@@H]1CCCN1C(=O)[C@@H]1CCCN1)c1ccccc1
→ -0.1	-0.1	.	.	-14	-1	9	-18
CC(Oc1ccccc1)C(=O)NN1Cc2ccccc2C1=N (configuration not stated)
→ .	0.0	.	.	4	2	7	-6
COC(=O)N(C)C[C@@H]1OCc2ccccc2-c2ccccc2C(=O)N([C@H](C)CO)C[C@H]1C
→ -0.3	-0.2	-5	-10	3	4	9	-8
Cc1ccc(S(=O)(=O)Nc2ccc3c(c2)CC(=O)N([C@H](C)CO)C[C@H](C)[C@H](CN(C)Cc2ccncc2)O3)cc1
→ 0.0	-0.1	3	-5	12	-3	.	1
C[C@H]1CN([C@@H](C)CO)C(=O)c2cc(Br)cnc2O[C@H]1CN(C)C(=O)c1ccc(F)cc1
→ 0.5	-1.1	-4	.	.	.	-1	-9
O=C1C(=C(c2ccccc2)N2CCOCC2)Cc2ccccc21
→ .	1.2	.	.	-7	0	.	60*
C[C@@H](O)C#Cc1ccc([C@H]2[C@@H](CO)N3CCCCN(C(=O)c4ccc(F)cc4)C[C@@H]23)cc1
→ 0.7	0.5	.	3	0	-2	.	-7
O=C(c1ccc2c(c1)C(=O)N(Cc1ccncc1)C2=O)N1CCN(S(=O)(=O)c2ccc(OC(F)(F)F)cc2)CC1
→ -0.3	0.0	0	-12	-23	-2	-5	-2
CC(=O)N(C)C[C@@H]1Oc2ncc(C#Cc3ccccc3F)cc2C(=O)N([C@H](C)CO)C[C@@H]1C
→ -0.8	0.1	-5	6	7	10	1	-6

Three compounds already listed, arranged by the number in S100A4 MyoIIA, rising:
SMILES	S100A4 MyoIIA
CN=C(Nc1cc(C)nn1CCC#N)c1ccc(F)cc1	-3
CC1(c2cccc(Br)c2)NC(=O)N(CC(=O)c2ccc3c(c2)OCCO3)C1=O (configuration not stated)	-2
CN(C)C(CNS(=O)(=O)c1cc([N+](=O)[O-])ccc1Cl)c1ccco1 (configuration not stated)	1

(cont.)
Value order – E-sel inducer	Xi reactivation	esBAF inh	RAD54 inh	RAD52 inh	S100A4 MyoIIA	FN deposit inh	EWS-Fli block
COc1ccc(-c2cn(CC[C@H]3CC[C@H](NC(=O)c4cnccn4)[C@@H](CO)O3)nn2)cc1
→ -0.3	-0.1	-24	-2	-1	-4	3	1
CCOC(=O)c1sc(NC(=O)c2cccnc2)nc1C
→ -1.5	-0.1	34	-2	-9	-3	0	-2
COC(=O)c1ccccc1NC(=O)COC(=O)/C=C/c1cccs1
→ 0.2	-0.1	-1	-1	-8	-1	14	-20
O=C(C[C@H]1CC[C@H]2[C@@H](COC[C@H](O)CN2C(=O)Nc2ccc(F)cc2)O1)NCCc1ccncc1
→ 0.0	0.0	2	-1	-1	9	5	-12
C[C@H]1CN([C@@H](C)CO)C(=O)c2ccccc2-c2ccccc2CO[C@H]1CN(C)S(=O)(=O)c1ccc(C#N)cc1
→ -0.1	0.0	5	2	9	2	9	-8
Cc1ccccc1S(=O)(=O)N1CCCCN2[C@H](CO)[C@H](c3ccc(-c4cncnc4)cc3)[C@H]2C1
→ -0.2	0.3	.	-1	-11	-33	.	.
C[C@H](CO)N1C[C@H](C)[C@@H](CN(C)C(=O)CCCN(C)C)OCCCC[C@H](C)Oc2ccc(NC(=O)c3ccncc3)cc2C1=O
→ 0.1	5.6	2	4	.	.	0	-4
O=C(Nc1ccc(F)cc1)C1CCN(C(=O)c2ccc([N+](=O)[O-])cc2)CC1
→ .	0.0	.	.	-16	2	16	0
OCC[C@H]1C[C@@H](O)[C@H](O)[C@@]2(Cc3ccccc3O2)O1
→ -0.1	-0.2	-6	-4	3	-4	3	-1
O=C(c1cnn2c(C(F)F)cc(-c3ccccc3)nc12)N1CCc2ccccc21
→ .	0.1	-5	-4	-6	3	-4	6

One compound at a time (already shown). Screens in order: E-sel inducer, Xi reactivation, esBAF inh, RAD54 inh, RAD52 inh, S100A4 MyoIIA, FN deposit inh, EWS-Fli block
Entry for O=C(Nc1ccc(F)cc1)C1CCN(C(=O)c2ccc([N+](=O)[O-])cc2)CC1 → ., 0.0, ., ., -16, 2, 16, 0
Entry for C[C@H]1CN([C@@H](C)CO)C(=O)c2ccccc2-c2ccccc2CO[C@H]1CN(C)S(=O)(=O)c1ccc(C#N)cc1 → -0.1, 0.0, 5, 2, 9, 2, 9, -8

Continued:
Value order – E-sel inducer	Xi reactivation	esBAF inh	RAD54 inh	RAD52 inh	S100A4 MyoIIA	FN deposit inh	EWS-Fli block
COc1ccc(NS(=O)(=O)c2ccc3c(c2)NC(=O)C(C)S3)cc1 (configuration not stated)
→ 9.3	0.3	2	-2	-9	-8	3	.
CCC(C)(NC(=O)c1ccc(=O)[nH]c1)C(=O)NC1CCCC1 (configuration not stated)
→ 3.0	0.0	7	0	-12	-3	-4	-6
C[C@H]1CN([C@@H](C)CO)C(=O)c2cc(NC(=O)CCCN(C)C)ccc2O[C@H]1CN(C)S(=O)(=O)c1ccc(F)cc1
→ -0.7	-0.5	-7	1	-5	7	.	-1
CN(C(=O)CSc1nc(N)cc(=O)[nH]1)C1CCCCC1
→ 0.0	0.0	-4	-6	-3	-1	-8	3
Nc1ncnc2c1ncn2[C@@H]1O[C@H](CNCc2ccc(OCC(=O)Nc3ccccn3)cc2)[C@@H](O)[C@H]1O
→ 0.0	0.2	-5	10	-31	-6	9	16
COc1ccc(C2=Nc3ccccc3NC(=O)C2N(C(=O)c2ccnc3ccccc23)c2ccccc2)cc1 (configuration not stated)
→ 2.5	-0.2	5	4	-14	-2	-5	5
Cc1noc(C)c1NC(=O)Nc1cccc2c1O[C@@H](CN(C)Cc1ccc(C(=O)Nc3ccccc3N)cc1)[C@H](C)CN([C@H](C)CO)C2=O
→ -0.2	0.2	-6	-2	12	9	-1	10
C[C@@H]1CN([C@H](C)CO)C(=O)c2c(c3ccccc3n2C)-c2ccccc2CO[C@H]1CN(C)C(=O)N[C@H](C)c1ccccc1
→ -0.3	-0.2	4	.	.	.	-18	1
CC(OC(=O)/C(C#N)=C/c1ccco1)C(=O)N(C)c1ccccc1 (configuration not stated)
→ -0.2	0.2	.	0	-43	-15	-3	-1
C[n+]1c(-c2ccccc2)cc2c(=Cc3ccccc3)c3ccccc3n21
→ 220*	1.1	.	.	-2	-50	2	53*
COc1ccc([C@H]2CC(=O)C[C@@H](CCn3cccn3)O2)cc1
→ 0.0	0.0	.	.	-9	2	0	-10
Cc1ccc(CN2CC(N3CCN(CCO)CC3)CS2(=O)=O)cc1 (configuration not stated)
→ .	0.3	-9	6	-22	-3	.	2
Cc1ccc(C)n1-c1nn(S(=O)(=O)c2cccc(C(F)(F)F)c2)c2cccc(F)c12
→ .	0.0	.	4	-13	-2	-1	11
C[C@H]1CCCCO[C@@H](CN(C)Cc2ccc(C(=O)O)cc2)[C@@H](C)CN([C@@H](C)CO)C(=O)c2cc(NC(=O)C3CCCCC3)ccc2O1
→ 0.0	0.0	-2	7	4	3	.	-2
O=C(C1CCCC1)N1CC(=O)N2[C@H](C1)[C@H](c1ccc(-c3cccnc3)cc1)[C@@H]2CO
→ 0.4	0.2	.	.	-5	-24	-2	-18
N#C[C@@H]1[C@@H](c2ccccc2C2=CCCCC2)[C@H](CO)N1C(=O)c1ccccn1
→ 0.0	0.0	.	.	-60	-3	1	2
CC1CCCC(C)N1CCOc1cc(N)ccc1C#N (configuration not stated)
→ -0.2	0.3	.	3	40	54	-1	0
O=C(Nc1ccc(NC(=O)c2cccs2)cc1)c1ccccc1
→ -0.2	0.2	48*	1	-26	3	0	-85
C=C1C(=O)O[C@@H]2[C@H]3O[C@]3(C)CC/C=C(\C)CC[C@@H]12
→ -0.1	0.0	0	-1	-11	-1	-7	2
Cc1ccc(C(=O)OCC(=O)Nc2ccc(N3CCOCC3)cc2)cc1
→ 0.5	-0.1	3	-2	-15	0	-7	-11
CCOc1cc(-c2noc(CCC(=O)NC3CCCCC3)n2)ccc1OC
→ 0.0	0.1	-5	8	-5	-3	-4	-2
CC(=O)Nc1ccc(S(=O)(=O)NCCC(=O)OCCN2C(=O)c3ccccc3C2=O)cc1
→ .	.	-5	5	2	-2	.	4
Cc1[nH]c2ccccc2c1C(=O)C(=O)N1CCN(C)CC1
→ 2.5	0.0	-3	-10	-12	-4	-4	-4
O=C1O[C@@H](c2ccccc2)C[C@@H](O)[C@H](O)CCCc2ccccc21
→ -0.1	0.2	.	.	-13	-4	-13	2
CC(=O)N1N=C(c2cccc(NS(C)(=O)=O)c2)CC1c1ccc2c(c1)OCO2 (configuration not stated)
→ -0.1	0.2	39	3	-7	-5	1	-26
COc1ccc(NC(=O)Nc2cccc3c2O[C@H](CN(C)S(=O)(=O)c2cn(C)cn2)[C@@H](C)CN([C@H](C)CO)C3=O)cc1
→ -0.1	-1.2&-0.1	-6&2	5&4	13&0	-121&-2	-1	4&-14
COc1ccc(C(=O)NCc2nnc(SCCOc3ccccc3)n2C)cc1
→ -1.1	0.3	-6	-14	0	-2	-5	3
Cc1cccc(C)c1NC1=C(Cl)C(=O)OC1OC(C)C (configuration not stated)
→ .	0.0	.	.	-6	-2	0	10
O=C(Nc1ccccc1)N1CCCCN2[C@@H](CO)[C@@H](c3ccc(Br)cc3)[C@@H]2C1
→ 0.1	0.5	-2	-3	-2	0	.	-1
CCOC(=O)c1sc(=S)n(C)c1NC(=O)c1ccc(C(C)(C)C)cc1
→ .	0.0	-8	-3	-3	1	-4	-39
CCOc1ccc(S(=O)(=O)N2CCN=C2c2ccccc2)c(C)c1C
→ -0.2	1.0	-1	-2	-6	-1	.	.
